Bioassay records as filed in PubChem BioAssay.
Cneo AK release – Cryptococcus neoformans cell lysis inducers, primary screen, AK release luminescence, single concentration. AID 651654, 2012. lysis activity, % at 15 µM. C. neoformans lysis, adenylate kinase release luminescence, 4 h; normalised: neutral wells 0, clomiphene wells 100. hit rate 0.2% among 360,000;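 active = mean lysis activity across replicates of at least 80%, whatever share of replicates individually reach that level; inactive = mean lysis activity below 80%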
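Material – log-phase Cryptococcus neoformans yeast cells · Input – 5 × 10^6 yeast cells/mL · Medium – fresh YPD growth medium · Doses – single compound concentration per well · Timing – static 4 h at 37 °C with compound, 1 h detection · Detection – adenylate kinase release luminescence · Read-out – signal increase indicating cell lysis · Control set – Clomiphene as positive lysis control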
PGC1a acetyl inh – inhibitors of PGC1a acetylation signal, primary screen, cell-based, U2OS, AlphaScreen, inhibitor mode | AlphaScreen anti-acetyl-lysine; with virally co-expressed GCN5 acetyltransferase | inhibition, % at 15.6 µM | hit rate 0.17% among 350,000;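 active = every replicate shows inhibition of at least 40%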;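 also: 0% = neutral control wells and 100% = positive control wells; some results beyond the cut were filed as inactive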
ERAP1 inh – human ERAP1 aminopeptidase inhibitors, primary screen, biochemical, single point, plate reader; recombinant ERAP1, Leu-AMC fluorescence, 60 min; inhibition, % at 10.7 µM; hit rate 0.15% among 340,000; AID 652197, 2013;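 active = mean replicate inhibition of at least 30%, or all replicates individually reaching that 30% level; inactive = mean below 30% and not every replicate reaching it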;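 also: 0% = neutral control wells and 100% = L-leucinethiol positive control wells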
Target sequence (Q9NZ08 whole entry, looked up): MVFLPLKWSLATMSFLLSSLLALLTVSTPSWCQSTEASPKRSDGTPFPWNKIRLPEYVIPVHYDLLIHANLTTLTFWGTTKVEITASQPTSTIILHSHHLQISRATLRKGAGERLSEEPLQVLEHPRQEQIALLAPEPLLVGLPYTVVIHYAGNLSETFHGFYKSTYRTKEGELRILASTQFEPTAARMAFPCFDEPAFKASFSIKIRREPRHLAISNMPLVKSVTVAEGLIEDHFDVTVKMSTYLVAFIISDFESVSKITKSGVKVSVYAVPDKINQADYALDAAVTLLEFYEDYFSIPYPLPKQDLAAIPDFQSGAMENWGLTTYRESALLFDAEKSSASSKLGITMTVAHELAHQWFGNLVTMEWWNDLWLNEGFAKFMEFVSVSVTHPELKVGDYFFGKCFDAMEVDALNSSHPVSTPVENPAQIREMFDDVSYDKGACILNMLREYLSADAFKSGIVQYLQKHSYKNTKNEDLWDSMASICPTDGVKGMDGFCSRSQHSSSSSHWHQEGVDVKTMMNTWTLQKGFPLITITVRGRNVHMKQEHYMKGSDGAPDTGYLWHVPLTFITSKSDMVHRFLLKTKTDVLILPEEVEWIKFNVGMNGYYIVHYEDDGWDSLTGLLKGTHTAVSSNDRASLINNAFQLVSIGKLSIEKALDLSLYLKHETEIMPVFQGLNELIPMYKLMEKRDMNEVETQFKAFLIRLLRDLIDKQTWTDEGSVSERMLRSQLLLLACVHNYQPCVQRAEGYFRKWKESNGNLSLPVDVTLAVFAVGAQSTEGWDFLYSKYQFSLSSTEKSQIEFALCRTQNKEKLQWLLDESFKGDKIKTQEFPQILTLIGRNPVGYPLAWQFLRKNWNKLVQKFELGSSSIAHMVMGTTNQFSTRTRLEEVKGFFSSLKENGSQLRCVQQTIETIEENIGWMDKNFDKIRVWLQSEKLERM
S100A4 inh HTS – inhibitors of S100A4-myosin IIA peptide binding, primary screen, biochemical, fluorescence polarization, TAMRA-MyoIIA peptide; hit rate 0.14% among 360,000; Protein S100-A4 (Homo sapiens), P26447; AID 652163, 2013; inhibition, % at 10.7 µM;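 active = mean inhibition of at least 70% across replicates, with every replicate also reaching that level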
Target sequence (P26447 whole entry, looked up): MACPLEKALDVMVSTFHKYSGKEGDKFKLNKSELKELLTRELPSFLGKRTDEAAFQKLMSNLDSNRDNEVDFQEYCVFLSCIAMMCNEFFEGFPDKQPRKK
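Test system: S100A4 monomer protein; Medium: HEPES pH 7.2 with CaCl2, KCl, NaCl, DTT, Triton; Probe or stimulus: TAMRA-labelled myosin IIA heavy-chain peptide probe, 5 nM; Doses: one dose per compound; Times: polarization read 5 min after assay mix addition, stable 5–60 min; Benchmarks: neutral control DMSO, positive control TFP.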
SIRT5 block – SIRT5 desuccinylase inhibitors, primary screen, biochemical, fluorescence imaging, single point, set 5. NAD-dependent protein deacylase sirtuin-5, mitochondrial (Homo sapiens), Q9NXA8. Purified SirT5, succinyl-peptide AMC, trypsin-coupled fluorescence. inhibition, % at 15 µM. hit rate 1.1% among 330,000; in the data active = inhibition above about 15%
XiGFP reactiv – activators of inactive X chromosome reactivation, primary screen, imaging, XiGFP fibroblasts, GFP high-content imaging, set 2; activation, % at 7.58 µM; AID 743238, 2013; hit rate 0.055% among 360,000; XiGFP mouse fibroblasts, % GFP-positive cells imaging, 3 d; cells co-treated with 5-aza-dC sensitizer; scaled so ellipticine positive control = 100%;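 active = mean normalized replicate activation at least 10% and every replicate at or above 10%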;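 also: 0% = median of on-plate neutral control wells and 100% = ellipticine 6 µM median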
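Schedule: 3 d treatment, 15 min room-temperature fixation; system: 68-5-11 XiGFP fibroblast line; buffer or medium: DMEM plus 5-aza-dC sensitizer; control set: ellipticine 6 µM positive control; compound: one concentration, pinned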
C2C12 statin – suppressors of statin myotoxicity in C2C12 myotubes, primary screen, cell-based, single point, plate reader. C2C12 myotubes + simvastatin, ATP luminescence, 48 h; scaled: DMSO 0, geranylgeraniol control 100. rescue of ATP level, % at 7.49 µM. hit rate 0.78% among 330,000;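 active = mean ATP rescue above about 67%, or every replicate alone reaching that limit, limit read from the data, passing the limit was not always enough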;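 also: myotubes were challenged with 10 µM simvastatin during compound exposure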
LGR2 inh – inhibitors of bursicon-induced LGR2 CRE-luciferase signal, primary screen, cell-based, HEK293, CRE-luciferase reporter, bursicon stimulation; bursicon-stimulated, 4 h; inhibition, % at 9.99 µM; hit rate 0.35% among 380,000; AID 720647, 2013;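 active = drop in luminescence signal, shown as inhibition above about 50% in the replicate tests, limit read from the data, passing the limit was not always enough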;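 also: agonist challenge used bursicon conditioned medium at about half maximal strength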
The depositor's hits bear a star; · = no result given; & = joins results of further samples. Some of the compounds tested; rates above refer to the full screens.

Sample of the layout (13 entries):
SMILES	Cneo AK release	PGC1a acetyl inh	ERAP1 inh	S100A4 inh HTS	SIRT5 block	XiGFP reactiv	C2C12 statin	LGR2 inh
O=C(COc1ccc(Cl)cc1)NCC(=O)N/N=C/c1cccs1	·	14	-2	-5	-1	0.1	·	1
O=C(C[n+]1cccc(C(=O)Nc2ccccc2)c1)c1ccccc1	·	·	0	-8	·	-0.1	·	-8
Cc1cc(C)c(C(=O)N2CCCC(C(=O)c3cc(F)ccc3F)C2)o1 (configuration not stated)	·	·	-2	-5	-3	0.6	·	1
COc1ccccc1[C@@H]1C(c2cccc(C)c2)=NN(c2ccccc2)[C@H]1C(=O)N1CCOC1=O	-1	-2	2	-1	-5	0.0	9	9
COC(=O)C1=C(CS(=O)(=O)c2ccc(OC)c(OC)c2)NC(=O)NC1c1ccc(O)c(OC)c1 (configuration not stated)	-1	2	1	-5	-1	0.0	3	-12
O=C(NC(=S)NCc1ccccc1)c1ccccc1[N+](=O)[O-]	·	2	0	8	0	0.0	·	9
O=C(NCc1ccccc1)Nc1cccn(Cc2cccc(F)c2)c1=O	·	·	-2	-3	-1	0.1	·	-8
C[C@@H]1CN([C@@H](C)CO)C(=O)c2cccc(NS(=O)(=O)c3cccs3)c2O[C@@H]1CN(C)CC1CC1	-1	20	5	-8	12	0.1	2	15
COc1ccc(NC(=O)N(C)C[C@@H]2Oc3ccc(NC(=O)Nc4ccc5c(c4)OCO5)cc3C(=O)N([C@H](C)CO)C[C@@H]2C)cc1	-2	22	1	0	7	-1.2	-4	4
Cc1cccn2c(=O)c3cc(C(=O)NCc4cccnc4)c(=N)n(CC4CCCO4)c3nc12 (configuration not stated)	-1	·	86*	-2	-116	0.0	-1	-5
COc1cc2[nH]c(C(=O)N3CCN(c4ccccc4F)CC3)cc2c(OC)c1OC	1	-18	-2	-7	0	0.1	10	-5
Cc1ccc(S(=O)(=O)Nc2ccc3c(c2)CC(=O)N([C@H](C)CO)C[C@H](C)[C@H](CN(C)S(=O)(=O)c2cn(C)cn2)O3)cc1	3	-1	-4	0	3	0.1	-27	2
CCN(CC)CCn1c2ccccc2c(=O)c2c(O)ccc(O)c21	·	20	3	13	1	0.2	·	-10

The listing, from the start:
SMILES	Cneo AK release	PGC1a acetyl inh	ERAP1 inh	S100A4 inh HTS	SIRT5 block	XiGFP reactiv	C2C12 statin	LGR2 inh
O=C(COc1ccc(Cl)cc1)NCC(=O)N/N=C/c1cccs1	·	14	-2	-5	-1	0.1	·	1
O=C(C[n+]1cccc(C(=O)Nc2ccccc2)c1)c1ccccc1	·	·	0	-8	·	-0.1	·	-8
Cc1cc(C)c(C(=O)N2CCCC(C(=O)c3cc(F)ccc3F)C2)o1 (configuration not stated)	·	·	-2	-5	-3	0.6	·	1
COc1ccccc1[C@@H]1C(c2cccc(C)c2)=NN(c2ccccc2)[C@H]1C(=O)N1CCOC1=O	-1	-2	2	-1	-5	0.0	9	9
COC(=O)C1=C(CS(=O)(=O)c2ccc(OC)c(OC)c2)NC(=O)NC1c1ccc(O)c(OC)c1 (configuration not stated)	-1	2	1	-5	-1	0.0	3	-12
O=C(NC(=S)NCc1ccccc1)c1ccccc1[N+](=O)[O-]	·	2	0	8	0	0.0	·	9
O=C(NCc1ccccc1)Nc1cccn(Cc2cccc(F)c2)c1=O	·	·	-2	-3	-1	0.1	·	-8
C[C@@H]1CN([C@@H](C)CO)C(=O)c2cccc(NS(=O)(=O)c3cccs3)c2O[C@@H]1CN(C)CC1CC1	-1	20	5	-8	12	0.1	2	15
COc1ccc(NC(=O)N(C)C[C@@H]2Oc3ccc(NC(=O)Nc4ccc5c(c4)OCO5)cc3C(=O)N([C@H](C)CO)C[C@@H]2C)cc1	-2	22	1	0	7	-1.2	-4	4
Cc1cccn2c(=O)c3cc(C(=O)NCc4cccnc4)c(=N)n(CC4CCCO4)c3nc12 (configuration not stated)	-1	·	86*	-2	-116	0.0	-1	-5
COc1cc2[nH]c(C(=O)N3CCN(c4ccccc4F)CC3)cc2c(OC)c1OC	1	-18	-2	-7	0	0.1	10	-5
Cc1ccc(S(=O)(=O)Nc2ccc3c(c2)CC(=O)N([C@H](C)CO)C[C@H](C)[C@H](CN(C)S(=O)(=O)c2cn(C)cn2)O3)cc1	3	-1	-4	0	3	0.1	-27	2
CCN(CC)CCn1c2ccccc2c(=O)c2c(O)ccc(O)c21	·	20	3	13	1	0.2	·	-10
C=C(C)c1cccc(C(C)(C)NC(=O)N(C)C2CCN(C)CC2)c1	-4	4	5	-5	-4	0.2	·	-9
Cc1ccc(/C=N/OC(=O)c2c(C)noc2-c2snnc2C)cc1	·	5	-3	-2	-2	0.1	-1	·
CN1CCN(c2ccccc2NC(=O)c2ccc(-c3cccc(Cl)c3)o2)CC1	6	·	1	0	-3	-0.1	-3	-1
CCN1CCN(CCNC(=O)c2ccc(/C=C3/Sc4ccccc4N(Cc4ccccc4C)C3=O)cc2)CC1	13	-1	3	8	-2	1.4	-4	48
CCOc1ccc2nc(SCC3CC3(Cl)Cl)[nH]c2c1 (configuration not stated)	·	-3	-1	-3	-3	0.0	·	-43
COc1ccc(NC(=O)N(C)C[C@@H]2Oc3cc(-c4ccc(C)cc4)ccc3S(=O)(=O)N([C@@H](C)CO)C[C@H]2C)cc1	1	0	-4	-1	9	0.0	-9	-4
CC(NC(=O)c1cc(Br)cs1)C1CCCO1 (configuration not stated)	1	4	-1	-10	0	0.2	-1	7

By substructure, the entries above with an NH in an aromatic ring
SMILES	Cneo AK release	PGC1a acetyl inh	ERAP1 inh	S100A4 inh HTS	SIRT5 block	XiGFP reactiv	C2C12 statin	LGR2 inh
COc1cc2[nH]c(C(=O)N3CCN(c4ccccc4F)CC3)cc2c(OC)c1OC	1	-18	-2	-7	0	0.1	10	-5
CCOc1ccc2nc(SCC3CC3(Cl)Cl)[nH]c2c1 (configuration not stated)	·	-3	-1	-3	-3	0.0	·	-43

Other entries
SMILES	Cneo AK release	PGC1a acetyl inh	ERAP1 inh	S100A4 inh HTS	SIRT5 block	XiGFP reactiv	C2C12 statin	LGR2 inh
O=C(Cc1ccccc1)Nc1cccc(C(=O)O)c1O	·	-3	8	-4	-4	0.1	·	-2
Cc1ccc(S(=O)(=O)N(C)C[C@@H]2Oc3ccc(NC(=O)Cc4ccccc4)cc3CC(=O)N([C@@H](C)CO)C[C@@H]2C)cc1	-2	-7	0	-6	2	-1.0	-137	-2
CNC(=O)COC(=O)c1ccc([N+](=O)[O-])cc1Cl	·	·	13	3	-6	-0.1	·	14
C[C@H](CO)N1C[C@H](C)[C@H](CN(C)C)Oc2c(NC(=O)Nc3ccc(C(F)(F)F)cc3)cccc2C1=O	-4	0	-10	-16	-7	-0.3	-2	-5
Cc1ccc2cc3cc(C(=O)NCCCN4CCCC4=O)oc3nc2c1	-1	-3	0	26	-30	0.1	-2	-10
CCCC(=O)Nc1ccc2c(c1)C(=O)N(C)C[C@H](OC)[C@H](C)CN(C(=O)c1cnccn1)[C@H](C)CO2	-2	6	0	-5	2	0.0	-7	-9
COc1ccccc1S(=O)(=O)N[C@H]1C=C[C@H](CC(=O)N2CCN(C)CC2)O[C@@H]1CO	1	6	1	-38	3	-0.8	2	8
Cc1ccc(S(=O)(=O)Nc2c3ccccc3nc(=O)n2-c2ccccc2)cc1	0	-2	·	·	·	·	-15	7
Cc1ccc(S(=O)(=O)n2nc(C)c(S(=O)(=O)N3CCOCC3)c2C)cc1	-10	-2	-1	-9	-7	0.0	0	7
Cc1ccccc1Nc1nc(N)nc(CSc2nnc(-c3ccccc3)n2C)n1	0	-9	·	·	·	·	-10	-14
COc1cc(C(=O)NCC(=O)OC(C)C(=O)Nc2ncc(Cl)cc2Cl)cc(OC)c1OC (configuration not stated)	·	-10	-2	1	-1	0.0	·	-1
O=C(O)c1ccc(N/N=C/c2c(F)cccc2Cl)cc1	1	·	-8	2	7	0.5	-6	76*
O=C(Nc1ccccc1)C1=C[C@H](c2ccccc2)C[C@H](OCCCCO)O1	0&20	-16	0&5	5&-29	-1	0.0	0	-55
CCS(=O)(=O)Nc1ccc2c(c1)C(=O)N(C)C[C@@H](OC)[C@@H](C)CN(C(=O)CN(C)C)[C@@H](C)CO2	-1	2	2	6	-4	-0.1	-11	-4
O=C(Cn1cnc2cc([N+](=O)[O-])ccc2c1=O)NCCc1ccc(F)cc1	0	4	0	2	-5	0.7	3	6
Cc1ccc(-c2nnc(CCC(=O)NCC3C4CC5CC(C4)CC3C5)o2)s1 (configuration not stated)	·	-15	-1	4	-3	0.1	·	-102
CN(C[C@@H]1N[C@H](CO)[C@@H]1c1ccc(C2=CCCCC2)cc1)S(C)(=O)=O	0	-26	·	·	·	0.3	-16	-8
Cc1nnc(NC(=O)CSc2nnc(-c3ccco3)n2C(C)C)s1	2	25	3	-3	-3	0.0	-29	7
COCC(=O)N1CCCCN2[C@H](CO)[C@@H](c3ccc(C#Cc4cccnc4)cc3)[C@H]2C1	1	11	1	1	0	0.1	·	-13
COC(=O)c1cccnc1NC(=S)NC1CCCCC1	5	-3	0	-3	3	-0.1	9	0
Cc1ccc(S(=O)(=O)Nc2ccccc2F)cc1C(=O)OC(C)C(=O)N1CCOCC1 (configuration not stated)	·	·	6	75*	-6	-0.1	4	7
NCCc1ccc(O)c(O)c1	-2	5	-1	-14&0	-1	0.0	3	·
O=C(Nc1ncccc1O)c1ccc(S(=O)(=O)N2CCCCCC2)cc1	0	-5	-1	3	2	0.1	7	-5
CCOC(=O)/C=C1\CN(Cc2cc(OC)c(OC)c(OC)c2)S(=O)(=O)c2ccc(C(F)(F)F)cc21	1	-4	1	-4	1	0.1	17	2
CCCc1n(CC(O)COCC2CC=CCC2)c2ccccc2[n+]1C (configuration not stated)	0	·	3	-3	-4	0.0	-18	5
CC(C)NC(=O)N(C)C[C@H]1Oc2c(cccc2N(C)C)C(=O)N([C@@H](C)CO)C[C@H]1C	-3	2	5	6	1	0.3	21	3
